Screens as filed in PubChem.
D3 antag: D3 dopamine receptor (human) antagonism; 360,000 tested, 2.5% active; AID 652054; D3R cells, DiscoveRx beta-arrestin luminescence, antagonist mode; hits give low values; max response, negative = inhibition, %; P35462; in the data active = max response below about -50%; inconclusive = no clear call, values can overlap the other calls; note: % is set by controls: 0 for no effect and ±100 for the full control effect; mostly tested at two doses, the higher about 12 µM
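Cells plated overnight at 1500 cells/well, then exposed to library compounds with dopamine controls for 90 minutes at 37 degrees C. DiscoveRx reagent added for 30–60 minutes at room temperature; luminescence read, quantitative HTS format.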
WRN helicase inh: inhibitors of human WRN helicase | Q14191 | WRN helicase unwinding, fluorescent forked duplex, kinetic | Potency, µM (top dose mostly 114 µM), for inactives: top-dose activity change, negative = inhibition, usual class: inhibitors | 360,000 tested, 0.46% active; note: potency is the fitted concentration of half-maximal effect; % is set by controls: 0 for no effect and ±100 for the full control effect; nearly all actives have a fitted effect of over 55% in size
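WRN at 20 nM final preincubated with compound 15 min at room temperature; reaction started with 100 nM fluorophore/quencher forked duplex oligonucleotide and 2 mM ATP final. Unwinding followed kinetically by red fluorescence (ex 525, em 598 nm).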
IL-2 act: activators of IL-2 | IL-2 activation reporter assay, cell-based qHTS; stimulated with anti-CD3/CD4/CD28 beads; in transgenic mouse T cells | activation, % (series mostly up to about 46 µM) | 360,000 tested, 0.065% active; in the data active = activation above about 50%; inconclusive = mostly about 30% to 49%; note: 0% is about no effect
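Unstimulated transgenic mouse T cells preincubated 60 min with compound, then stimulated with anti-CD3/anti-CD4-coated beads plus anti-CD28 for 18 h at 37 degrees C. IL-2 response read as EGFP and DsRed fluorescence by plate cytometry.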
PLK1 PBD inh: inhibitors of human PLK1 polo-box domain binding | Potency, µM, without a hit: max response, negative = inhibition, hits mostly inhibitors | Plk1 PBD binding of FITC phosphopeptide, fluorescence polarization | 360,000 tested, 2.8% active | AID 720504 | P53350; note: potency is the fitted concentration of half-maximal effect; series mostly up to about 57 µM; % is set by controls: 0 for no effect and ±100 for the full control effect; nearly all actives have a fitted effect of over 65% in size
Target sequence (P53350 whole entry, looked up, the tested form may be a part): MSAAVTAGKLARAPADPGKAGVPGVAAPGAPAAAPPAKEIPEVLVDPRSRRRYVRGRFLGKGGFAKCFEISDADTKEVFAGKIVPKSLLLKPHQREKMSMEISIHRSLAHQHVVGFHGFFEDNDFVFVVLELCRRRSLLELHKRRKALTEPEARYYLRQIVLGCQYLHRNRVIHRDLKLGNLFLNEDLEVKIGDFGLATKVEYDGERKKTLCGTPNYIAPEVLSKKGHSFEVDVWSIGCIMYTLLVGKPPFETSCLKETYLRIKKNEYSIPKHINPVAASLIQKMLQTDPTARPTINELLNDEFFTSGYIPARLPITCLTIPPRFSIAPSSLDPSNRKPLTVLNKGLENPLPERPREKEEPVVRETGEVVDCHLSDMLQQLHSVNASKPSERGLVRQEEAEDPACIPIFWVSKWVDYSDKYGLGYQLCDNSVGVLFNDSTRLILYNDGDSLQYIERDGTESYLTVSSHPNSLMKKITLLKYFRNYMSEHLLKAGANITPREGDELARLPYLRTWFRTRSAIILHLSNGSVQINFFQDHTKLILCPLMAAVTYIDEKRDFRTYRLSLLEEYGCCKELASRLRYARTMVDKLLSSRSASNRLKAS
HEK293 tox: cytotoxicity counter-screen for GLP-1 receptor inverse agonists; HEK293 cAMP-luciferase reporter cells, luminescence, 24 h; Potency, µM (highest dose often 38.3 µM), for the others: at the top dose activity change, negative = inhibition, most hits filed as inhibitors; 410,000 tested, 0.13% active; AID 624418;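 note: loss of luciferase light is scored as toxicity; potency is the fitted concentration of half-maximal effect; % is set by controls: 0 for no effect and ±100 for the full control effect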
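Quantitative HTS format, 1536 wells, 200 cells/uL seeded. Compounds: 23 nL, 24 h, 37 °C. Detection: luciferase reagent, luminescence at 12 min RT; decreased signal taken as cytotoxic.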
D3 ag: activates the human D3 dopamine receptor; D3R DiscoveRx beta-arrestin cells, luminescence, 90 min; max activation, %; 410,000 tested, 0.58% active; AID 652048; in the data active = max activation above about 30%; note: 0% is about no effect; mostly tested at two doses, the higher about 12 µM
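Agonist mode: compounds and dopamine controls were applied to plated cells for 90 min at 37 degrees C after an overnight attachment at 1500 cells/well. Luminescent read-out followed 30 - 60 minutes at room temperature with DiscoveRx detection reagent.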
GLP-1R inv ag: acts as inverse agonist at human GLP-1 receptor | HEK293 GLP-1R CRE-luciferase, luminescence, 24 h; GLP-1R form is constitutively active | Potency, µM (series often up to 38.3 µM), without a hit: at the highest dose activity change, negative = inhibition, hits mostly inhibitors | 410,000 tested, 1.6% active | AID 624417; note: potency is the fitted concentration of half-maximal effect; % is set by controls: 0 for no effect and ±100 for the full control effect; nearly all actives have a fitted effect of over 55% in size
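GLP-1R inverse agonism mode: basal reporter luminescence in engineered HEK293 cells measured after one day of compound exposure at 37 deg C, with a 12 min room-temperature detection step.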
PI5P4K alpha inh: PI5P4K alpha (human) kinase inhibition | P48426 | PI5P4Kalpha enzyme, ADP-Glo luminescence, 60 min; hits give low values | max response, % | 330,000 tested, 1.2% active | AID 652105; active = max response of -50% or lower; inconclusive = between -30% and -50%; inactive = -30% or higher; note: value at the top dose of about 77 µM; % is set by controls: 0 for no effect and ±100 for the full control effect
Target sequence (P48426 whole entry, looked up): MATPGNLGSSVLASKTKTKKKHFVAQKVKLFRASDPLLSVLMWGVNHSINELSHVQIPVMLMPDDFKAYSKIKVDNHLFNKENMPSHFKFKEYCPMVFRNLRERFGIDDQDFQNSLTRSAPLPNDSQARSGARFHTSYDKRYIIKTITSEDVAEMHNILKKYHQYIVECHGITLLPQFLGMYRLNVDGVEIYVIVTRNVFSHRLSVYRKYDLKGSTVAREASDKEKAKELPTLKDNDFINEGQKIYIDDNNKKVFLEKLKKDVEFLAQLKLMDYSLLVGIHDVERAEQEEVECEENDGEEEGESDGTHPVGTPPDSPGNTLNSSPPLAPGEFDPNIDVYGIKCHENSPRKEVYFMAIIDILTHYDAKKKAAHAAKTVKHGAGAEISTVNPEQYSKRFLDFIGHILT
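Reactions run in 0.038 M HEPES pH 7.4, 0.28 mM EGTA, 0.1% CHAPS and 5% DMSO, with PI5P4Kalpha, substrate, compound and 5 microM ATP final, one hour at room temperature. Readout is ADP-Glo luminescence.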
GLP-1R agonist: agonists of human GLP-1 receptor; P43220; HEK293 GLP-1R CRE-luciferase, luminescence, 4-6 h; cells express a hypersensitive GLP-1R form; Potency, µM (series often up to 45.6 µM), for inactives: at the top dose activation, actives largely listed as activators; 380,000 tested, 0.007% active; note: potency is the fitted concentration of half-maximal effect; % of control where 0% means no effect
An asterisk follows results filed as active; ? = inconclusive; nt = no result given; [ ] = remark or other dose. Unless noted, calls come from the whole dose curve; as a rule, active = well fitted curve in the direction sought with a large enough effect; inconclusive = small, poorly fitted or top-dose-only effect, or another doubt; inactive = no such curve, though single readings can be large; an effect the other way counts as inactive or inconclusive. Rows are unselected, and some 7.8% of all compounds hit somewhere here.

SMILES	D3 antag	WRN helicase inh	IL-2 act	PLK1 PBD inh	HEK293 tox	D3 ag	GLP-1R inv ag	PI5P4K alpha inh	GLP-1R agonist
Cc1ccc(/C=C/C(=O)NCCCc2ccccc2)cc1	10	8%	-0.3	1%	1%	0	?	-3	21%
CC(C)CCc1noc(CN2CCN(CC(=O)NC(C)C)CC2)n1	-13	-9%	-1.4	-5%	-3%	-9	1%	12	2%
C(=C\c1nc2ccccc2[nH]1)/c1ccccc1	-23	-19%	-2.1	-2%	?	-2	-7%	nt	-6%
O=C(CN1C(=O)C(=O)N(Cc2ccco2)C1=O)NC1CCCCC1	12	-8%[11.6 µM]	1.4	-4%	1%	3	11%	0	0%
Cc1cc(C)n2nc(SCC(=O)N3CCc4ccccc43)nc2n1	-1	-4%	0.4	3%	0%	4	27%	-3	14%
Cc1cc(C)n(-c2ccc([N+](=O)[O-])cc2)n1	16	1%	0.7	0%	6%	-1	27%	5	-3%
COCc1[nH]nc2c1C1(C(=O)Nc3ccc(F)cc31)C(C#N)=C(N)O2 (configuration not stated)	14	5%	-3.7	-2%	1%	0	12%	2	-5%
C=CCN(c1ccccc1)S(=O)(=O)c1cccc(C(=O)NCc2ccncc2)c1	-16	-2%	-5.2	-3%	-14%	-3	?	-3	8%
OC(c1ccc2c(c1)OCO2)c1ncc(-c2ccc(Cl)cc2)[nH]1 (configuration not stated)	1	-4%	2.5	-9%	-7%	2	?	4	8%
CCC(=O)NC(c1ccc(C)cc1)c1cc([N+](=O)[O-])c2cccnc2c1O (configuration not stated)	?	?	147*	?	2%	-7	?	-19	-28%
CC(C)(C)S(=O)N1Cc2cc(C(=O)NCc3ccc(Oc4ccccc4)cc3)nc(-c3cccc(-c4cc5ccccc5o4)c3)c2[C@@H]1CCO (some centres not stated)	92	-1%	-0.8	-11%	-5%	4	?	5	0%
Cc1cc(C)cc(NC(=S)N(CCN(C)C)C(C)c2cccnc2)c1 (configuration not stated)	-1	4%	-1.9	-5%	11%	-5	-20%	4	2%
CCN(CC(=O)Nc1ccccc1C(F)(F)F)C(=O)c1cc(-c2ccccc2)nn1-c1ccccc1	9	-8%	-2.1	3%	2%	11	?	13	-2%
Cc1cc2nn(-c3ccccc3)nc2cc1NC(=O)c1cccs1	25	-9%	0.2	0%	-22%	0	?	nt	-6%
CCN1CCN(C(=O)CN(C)S(=O)(=O)c2ccc(OC)c(C)c2)CC1	-22	-11%	-2.5	1%	4%	-29	3%	nt	10%

Exported with values under each structure: entries from further up.
Order of values – D3 antag | WRN helicase inh | IL-2 act | PLK1 PBD inh | HEK293 tox | D3 ag | GLP-1R inv ag | PI5P4K alpha inh | GLP-1R agonist
C(=C\c1nc2ccccc2[nH]1)/c1ccccc1
    -23 | -19% | -2.1 | -2% | ? | -2 | -7% | nt | -6%
O=C(CN1C(=O)C(=O)N(Cc2ccco2)C1=O)NC1CCCCC1
    12 | -8%[11.6 µM] | 1.4 | -4% | 1% | 3 | 11% | 0 | 0%
Cc1cc(C)n2nc(SCC(=O)N3CCc4ccccc43)nc2n1
    -1 | -4% | 0.4 | 3% | 0% | 4 | 27% | -3 | 14%

Remaining list, next part:
SMILES	D3 antag	WRN helicase inh	IL-2 act	PLK1 PBD inh	HEK293 tox	D3 ag	GLP-1R inv ag	PI5P4K alpha inh	GLP-1R agonist
Cn1c(=O)c2[nH]c(=S)n(Cc3ccccc3)c2n(C)c1=O	-25	-4%	0.0	1%	2%	-6	5%	-3	3%
CC(C)C(=O)NC(c1ccco1)c1c(O)ccc2ccccc12 (configuration not stated)	11	-13%	1.5	-8%	-11%	22	?	nt	1%
O=S(=O)(c1ccc(Br)c2ccccc12)N1CCOCC1	-3	-31%	0.2	-13%	-8%	4	?	-10	8%
CCOC(=O)N1CCN(C(=O)CCCn2c(=S)[nH]c3ccccc3c2=O)CC1	10	4%	-1.5	-13%	6%	-5	30%	1	2%
COc1ccc(-n2c(C)cc(=O)c3c2CC(C)(C)CC3=O)cc1	14	-7%[57.1 µM]	1.5	-2%	-13%	-14	-1%	4	-15%
Cn1c(Oc2ccccc2NCc2cc(Br)ccc2O)cc(=O)n(C)c1=O	?	-32%	-0.4	0%	-34%	1	?	0	-4%
Cc1cc(C)n(CCNC(=O)c2cc(COc3ccc(F)cc3Cl)on2)n1	1	5%	-1.1	-7%	-27%	-3	?	-7	7%
CC(C)c1ccc([N+](=O)[O-])cc1S(=O)(=O)N1CCN(C)CC1	-21	1%	0.3	-5%	0%	-7	17%	1	0%
Cc1sc2ncn(CC(=O)N3CCOCC3)c(=O)c2c1-c1ccccc1	12	1%	0.6	-15%	5%[0.307 µM]	-4	3%[0.307 µM]	3	4%
COc1ccc(-c2nnc(SC(C)C(=O)O)o2)cc1 (configuration not stated)	nt	nt	nt	nt	2%	-3	-3%	nt	0%
COc1cccc(/C=N/n2c(-c3cc(C)[nH]n3)n[nH]c2=S)c1O	-6	-7%	0.1	-19%	7%	-4	14%	8	4%
O=C1C(Cl)=C(N2CCN(c3ccccc3[N+](=O)[O-])CC2)C(=O)c2ccccc21	-60*	-27%	-4.2	?	?	-16	67%[activator]	-1	1%
CC(=O)c1sc(-c2ccccc2)nc1C	-5	1%	0.0	-15%	1%	4	11%	4	-7%
OC1CCN(Cc2ccc(OCc3ccccc3)cc2)CC1	2	6%	-2.5	-14%	-7%	-11	?	3	-2%
CCCn1nnnc1NC(=O)COc1ccc(Cl)cc1C	10	-14%	1.7	5%	-2%	3	-9%	2	-11%

Full records, quoted from the list:
O=C1C(Cl)=C(N2CCN(c3ccccc3[N+](=O)[O-])CC2)C(=O)c2ccccc21 is listed as D3 antag = -60*; WRN helicase inh = -27%; IL-2 act = -4.2; PLK1 PBD inh = ?; HEK293 tox = ?; D3 ag = -16; GLP-1R inv ag = 67%[activator]; PI5P4K alpha inh = -1; GLP-1R agonist = 1%
COc1cccc(/C=N/n2c(-c3cc(C)[nH]n3)n[nH]c2=S)c1O is listed as D3 antag = -6; WRN helicase inh = -7%; IL-2 act = 0.1; PLK1 PBD inh = -19%; HEK293 tox = 7%; D3 ag = -4; GLP-1R inv ag = 14%; PI5P4K alpha inh = 8; GLP-1R agonist = 4%

(cont.)
SMILES	D3 antag	WRN helicase inh	IL-2 act	PLK1 PBD inh	HEK293 tox	D3 ag	GLP-1R inv ag	PI5P4K alpha inh	GLP-1R agonist
CC(=O)Nc1sc(C)c(C)c1C(=O)OCC(=O)N(C)C1CCS(=O)(=O)C1 (configuration not stated)	-1	4%	-4.0	-7%	7%	10	11%	-7	12%
Cc1nc2c(c(C)nn2C(C)(C)C)c(C)c1CCC(=O)Nc1ccc(F)cc1	nt	nt	nt	nt	-5%	0	-19%	nt	-8%
C/C(=N\NC(=O)c1c(Br)c(C)nn1C)c1ccc(NC(=O)C(C)Oc2ccc(Cl)cc2C)cc1 (configuration not stated)	-2	-8%	-3.7	-4%	-8%	0	?	-1	-6%
C[C@@H]1CCCCO[C@H](CN(C)Cc2ccc(C(=O)O)cc2)[C@@H](C)CN([C@H](C)CO)C(=O)c2cc(N(C)C)ccc2O1	?	7%	-1.8	?	1%	-5	10%	-1	-6%
CC1=CC(C)(C)N(C(=O)CNC2CCCC2)c2cc(C)ccc21	?	1%	0.0	3%	-7%	-22	?	-6	-5%
CCN(CC(=O)Nc1c(C(=O)OC)[nH]c2ccc(Cl)cc12)c1ccc2c(c1)OCO2	0	-4%	-0.8	-18%	-19%	1	?	0	5%
COc1cccc(NC(=O)CSc2nc(=O)n(Cc3ccncc3)c3c2CCCC3)c1	2	-8%	0.2	-19%	3%	-1	1%	-5	1%
CCOc1ccc(Nc2ccc([N+](=O)[O-])c3nonc23)cc1	-67*	-15%	-0.9	-14%	?	-16	-12%	-11	11%
CCOC(=O)NC(NCCc1ccccc1)(C(F)(F)F)C(F)(F)F	-6	-14%[57.1 µM]	-1.2	-1%	14%	31*	-1%	nt	-3%
COC(=O)c1c(-c2ccccc2)csc1NC(=O)C1CC=CCC1C(=O)O (configuration not stated)	0	-15%	1.2	-2%	0%	2	-13%	?	-1%
CCc1ccc(C2C(C#N)=C(N)Oc3n[nH]c(CC(=O)OC)c32)cc1 (configuration not stated)	-17	-5%	2.1	-9%	-9%	-12	11%	-6	1%
CN(C)CCCNC(=S)N(CCCO)Cc1cc2cc3c(cc2[nH]c1=O)OCO3	-7	20%	0.4	-10%	12%	-2	-3%	-3	-2%
COCc1ccc(CN2CCCC(CO)(Cc3ccccc3C)C2)o1 (configuration not stated)	2	-8%	0.2	-3%	5%	-4	?	7	1%
O=C(NCc1ccco1)c1c2c(nc3ccccc13)CCC2	-59*	45µM*	-0.5	3µM*	4%	4	19%	-71*	-6%
COc1cc(/C=C/C(=O)OCC(=O)NCc2ccc(F)cc2)ccc1O	-5	-8%	-0.1	-4%	?	2	?	-6	19%
COc1ccccc1N1CCN(C(=S)NC(=O)c2ccc([N+](=O)[O-])cc2)CC1	21	12%	-1.0	3%	-33%	-11	-22%	2	-5%
CSCCC(NS(=O)(=O)c1ccccc1F)C(=O)NCCCn1nc(C)cc1C (configuration not stated)	-2	2%	-4.7	0%	-13%	15	-1%	2	3%
CCN(CC)c1ccc2cc(S(=O)(=O)c3ccc(C)cc3)c(=O)oc2c1	1	-17%[57.1 µM]	11	?	11%	4	15%	-2	12%

As entered above.
In WRN helicase inh, COCc1[nH]nc2c1C1(C(=O)Nc3ccc(F)cc31)C(C#N)=C(N)O2 (configuration not stated) shows 5%
In D3 ag, OC1CCN(Cc2ccc(OCc3ccccc3)cc2)CC1 shows -11
